Compound activity: PubChem BioAssay, National Center for Advancing Translational Sciences (NCATS)
RORg inh – blocks mouse ROR gamma transcriptional activity | AID 2551 | Potency, µM (doses to about 53.6 µM), for the others: at the highest dose activity change, negative = inhibition, most hits filed as inhibitors | Drosophila S2 Gal4-RORgamma UAS-luciferase reporter, 20 h | 5.4% of 310,000 active | P51450; further: potency means the concentration at half of the fitted maximal effect; on the % scale 0 is the no-effect control and ±100 the full control effect; nearly all actives have a fitted effect of over 60% in size
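Stable Schneider cell line, Gal4 DNA-binding domain fused to ROR gamma, UAS-luciferase. Cmpd 1 hr RT → CuSO4 700 uM final → 20 hr RT → luciferase reagent 10 min → luminescence.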
Giardia killer – kills Giardia lamblia. Giardia lamblia trophozoite viability. activity change, % at 7.66 µM, hits read low. 0.15% of 340,000 active. AID 540267; in the data active means activity change below about -80%; inconclusive means between about -30% and that limit;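 further: parasites exposed to compound for two days anaerobically before the ATP read; on the % scale 0 is the no-effect control and ±100 the full control effect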
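Trophozoite viability was measured as ATP-dependent luminescence, read 15-30 min after reagent addition. Before that, parasites at 100 cells/well were exposed to compounds for 48 h, anaerobically, at 37 deg C.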
ELG1 genotoxic – genotoxicity induction in ELG1-luciferase HEK293T cells; HEK293T ELG1-luciferase reporter, luminescence, 16 h; Potency, µM (top dose mostly 46 µM), inactives show at the highest dose activity change, positive = activation, actives largely listed as activators; 1.3% of 330,000 active; AID 504466; further: potency means the concentration at half of the fitted maximal effect; % of control where 0% means no effect; nearly all actives have a fitted effect of over 60% in size
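Cells (2,000/well) expressing the ELG1-luciferase fusion are dosed by pin tool and kept 16 hr at 37 °C, 5% CO2. Signal comes from ONE-Glo luciferase reagent after 30 min at room temperature.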
NPC1 promoter act – NPC1 promoter activation; Potency, µM (series often up to 9.22 µM), for the others: at the top dose activation, hits mostly activators; AID 485313; Huh7 NPC1 promoter luciferase reporter, 24 h; 2.4% of 320,000 active;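 further: potency means the concentration at half of the fitted maximal effect; % of control where 0% means no effect; nearly all actives have a fitted effect of over 60% in size; reporter is driven by a mutant NPC1 promoter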
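Stable NPC1-promoter luciferase Huh7 line; cpd (DMSO) 24 h, 37 °C, 5% CO2; Amplite luciferase reagent 10 min RT; luminescence readout. qHTS format.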
uPA surface inh – inhibitors of cell surface uPA generation; 0.31% of 330,000 active; cell surface uPA generation assay, qHTS; AID 540303; Potency, µM (highest dose often 38.3 µM), inactives show at the highest dose activity change, negative = inhibition, most hits filed as inhibitors; active means well fitted inhibition curve with a large enough effect; inconclusive means small, poorly fitted or top-dose-only effect; inactive means no such curve, though single readings can be large or run the other way; tested in mouse RAW 264.7 cells; further: potency means the concentration at half of the fitted maximal effect; on the % scale 0 is the no-effect control and ±100 the full control effect; nearly all actives have a fitted effect of over 55% in size
KCNH2 3.1 inh – KCNH2 3.1 (human) potassium channel inhibition. 0.95% of 340,000 active. U2OS KCNH2 3.1, thallium flux FluxOr; hits give low values. activity change, % (tested at about 1.8 µM);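 active means maximum activity change below -70%; inconclusive means maximum activity change from -70% to -50%; inactive means maximum activity change above -50%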;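 further: thallium influx rate constant from kinetic fluorescence after stimulation buffer; on the % scale 0 is the no-effect control and ±100 the full control effect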
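Kinetic fluorescence (2 min after stimulation buffer) measures Tl+ influx through KCNH2 3.1 expressed by viral transduction in U2OS cells; the rate constant is normalized against DMSO controls serving as positive and negative references.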
FLuc counter – counter-screen for miR-21 project: firefly luciferase inhibitors or activators; purified FLuc, Km substrates, luminescence inhibition; 6.9% of 360,000 active; Potency, µM (top dose mostly 57.5 µM), for the others: at the highest dose activity change, negative = inhibition, actives largely listed as inhibitors;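 further: potency means the concentration at half of the fitted maximal effect; plate controls were vehicle for no effect and reference inhibitor for full effect; nearly all actives have a fitted effect of over 55% in size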
Target sequence (P08659 whole entry, looked up): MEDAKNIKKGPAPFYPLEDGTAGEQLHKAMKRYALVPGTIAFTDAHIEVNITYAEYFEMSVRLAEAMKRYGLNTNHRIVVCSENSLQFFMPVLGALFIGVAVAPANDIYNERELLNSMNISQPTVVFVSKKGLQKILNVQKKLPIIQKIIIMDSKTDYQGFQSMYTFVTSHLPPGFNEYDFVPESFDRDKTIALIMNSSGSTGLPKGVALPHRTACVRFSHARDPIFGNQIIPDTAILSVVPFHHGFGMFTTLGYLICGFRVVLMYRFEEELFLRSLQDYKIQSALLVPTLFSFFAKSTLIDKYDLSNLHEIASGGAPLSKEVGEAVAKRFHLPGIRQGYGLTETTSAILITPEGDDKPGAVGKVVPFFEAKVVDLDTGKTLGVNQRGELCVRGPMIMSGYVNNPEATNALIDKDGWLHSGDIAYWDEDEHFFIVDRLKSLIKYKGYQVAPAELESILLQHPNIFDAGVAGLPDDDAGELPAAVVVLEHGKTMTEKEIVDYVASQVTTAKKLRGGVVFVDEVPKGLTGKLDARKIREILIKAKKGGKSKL
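Purified P. pyralis luciferase, 10 nM final, with Km-level 10 uM D-luciferin and 10 uM ATP in 50 mM Tris acetate pH 7.5, 10 mM Mg acetate, 0.01% Tween-20, 0.05% BSA; 6-point qHTS titration about 60 µM downward; luminescence read.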
Gal4-VP16 FLuc – Gal4-VP16 reporter inhibition counter-screen | Drosophila S2 Gal4-VP16 UAS-luciferase, luminescence, 20 h | Potency, µM (doses to about 53.6 µM), without a hit: top-dose activity, negative = inhibition, most hits filed as inhibitors | 3.5% of 310,000 active;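 further: Gal4-VP16 expression switched on by copper sulfate through the metallothionein promoter; potency means the concentration at half of the fitted maximal effect; on the % scale 0 is the no-effect control and ±100 the full control effect; nearly all actives have a fitted effect of over 50% in size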
FBPA coupling cs – inhibits coupling enzyme system, counter-screen for aldolase hits; 0.67% of 290,000 active; coupling enzyme system counterscreen, AmpLite Red fluorescence; activity change, negative = inhibition, % at 58.2 µM, hits read low; in the data active means activity change below about -30%; further: on the % scale 0 is the no-effect control and ±100 the full control effect
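Activity here indicates interference with the coupling reaction, not aldolase inhibition. Compounds at 57.5 uM final met coupling enzymes for 10 min at RT; substrate and AmpLite Red detection followed, with a 525/598 nm fluorescence read after 20 min.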
Tb PFK block – inhibitors of T. brucei phosphofructokinase; 0.17% of 330,000 active; AID 485367; Potency, µM (series often up to 57.5 µM), for inactives: top-dose activity, negative = inhibition, usual class: inhibitors; O15648; T. brucei PFK, ADP-Glo luminescence;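 further: potency means the concentration at half of the fitted maximal effect; 0% = uninhibited 1x PFK enzyme wells and -100% = no-enzyme wells; nearly all actives have a fitted effect of over 60% in size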
Target sequence (O15648 whole entry, looked up): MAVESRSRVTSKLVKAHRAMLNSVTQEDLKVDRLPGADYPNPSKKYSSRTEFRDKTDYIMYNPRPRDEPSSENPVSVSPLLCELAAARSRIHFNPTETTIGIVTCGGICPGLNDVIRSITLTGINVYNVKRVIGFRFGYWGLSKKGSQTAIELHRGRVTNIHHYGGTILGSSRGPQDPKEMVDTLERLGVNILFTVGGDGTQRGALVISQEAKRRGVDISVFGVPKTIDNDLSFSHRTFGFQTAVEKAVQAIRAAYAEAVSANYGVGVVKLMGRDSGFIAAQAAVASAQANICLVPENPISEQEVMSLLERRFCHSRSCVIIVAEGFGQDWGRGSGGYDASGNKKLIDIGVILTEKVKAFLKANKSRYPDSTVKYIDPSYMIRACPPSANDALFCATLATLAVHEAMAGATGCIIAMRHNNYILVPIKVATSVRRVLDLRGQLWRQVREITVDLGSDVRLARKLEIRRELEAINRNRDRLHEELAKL
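1.25 nM PFK with 0.5 mM F6P and 0.1 mM ATP in 0.1 M TEA pH 8.0, 5 mM MgCl2, incubated 45 min at room temperature; ADP measured by ADP-Glo luminescence; compounds titrated up to 57 uM.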
Rab9 prom act – activators of Rab9 promoter | Huh7 Rab9 promoter-luciferase reporter, luminescence, 24 h | Potency, µM (top dose mostly 9.22 µM), without a hit: top-dose activation, negative = inhibition, hits mostly activators | 2.8% of 320,000 active; further: potency means the concentration at half of the fitted maximal effect; % of control where 0% means no effect; nearly all actives have a fitted effect of over 60% in size
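Cell-based reporter: Huh7 stable for Rab9 promoter-driven luciferase, plated in reduced-serum medium with 10% FBS at 1500 cells/well, compound-treated 24 h at 37 °C, luminescence read after 10 min reagent.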
Numbers without * were called inactive; ? = inconclusive; . = not tested or not shown; & = joins results of further samples; [ ] = another dose, or the depositor's remark. Unless noted, the call rests on the fitted dose curve; in most records, active means well fitted curve in the direction sought with a large enough effect; inconclusive means small, poorly fitted or top-dose-only effect, or another doubt; inactive means no such curve, though single readings can be large; an effect the other way counts as inactive or inconclusive. No enrichment for hits (roughly 14% active in at least one column).

Molecule | NPC1 promoter act | Giardia killer | ELG1 genotoxic | Gal4-VP16 FLuc | KCNH2 3.1 inh | FBPA coupling cs | uPA surface inh | RORg inh | FLuc counter | Tb PFK block | Rab9 prom act
Cn1c(=O)n(CC(=O)O)c(=O)c2c1nc1n2CCCN1CCc1ccccc1 | 1.0% | 42.6[activator] | -18.5% | -3.0% | 3.1 | -0.5 | 34.8%[activator] | ? | 0.0% | 0.5% | -3.6%
CC(=O)Nc1ccc(-n2c(=O)c3ccccc3c3ccccc3c2=O)cc1 | -2.7% | 13.7 | 3.3% | 0.3% | 8.3 | -1.2 | -5.7% | 20.3% | -0.4% | 2.1% | -14.6%
CCc1nnc(N/N=C/c2ccc(N3CCC(C)CC3)c([N+](=O)[O-])c2)n1N | 0.6% | -28.1 | 1.3% | ? | 1.8 | -27.1 | -16.4% | 10µM* | ? | 0.0% | -1.6%
CCN(CC)S(=O)(=O)c1ccc2c(c1)nc(CCC(=O)Nc1ccc3c(c1)OCO3)n2CC | -2.5% | 2.8 | -0.3% | -4.6% | -5.8 | -0.2 | -4.3% | ? | -19.7% | -0.8% | -1.5%
COc1ccc(S(=O)(=O)Nc2ccccc2C(=O)NC(C)(C)C)cc1OC | 3.1% | 17.4 | 2.9% | 1.3% | -20.0 | -0.2 | . | 2.9% | -2.6% | 3.9% | -3.0%
CCOC(=O)CCSc1nc(C(C)(C)C)cc(C(F)(F)F)c1C#N | -2.0% | 1.7 | -2.3% | -9.2% | 2.2 | 1.1 | -4.3% | ? | -0.9% | -8.5% | -2.0%
CCOc1ccc(CCNC(=O)c2nnn(CC(=O)Nc3ccc(OC)cc3)c2N)cc1OCC | -6.3% | 25.8 | 7.0% | -4.6% | 13.8 | . | 6.0% | -26.5% | 1.6% | 2.1% | -2.1%
Cc1ccc(C)c(OCCC(=O)NNC(=O)c2cc(C)oc2C)c1 | -3.6% | 7.8 | 0.3% | . | 3.1 | . | 0.0% | . | -0.4% | 11.1% | -0.9%
O=C(COC(=O)c1cn(-c2ccccc2)nc1-c1ccccc1)Nc1ncc(Cl)cc1Cl | -2.5% | 17.2 | -3.5% | -8.7% | -15.3 | -1.3 | 0.6% | -2.8% | ? | -0.9% | -21.8%
Cc1ccccc1OC(C)C(=O)Nc1ccc2c(c1)OCCO2 (stereo unspecified) | 16.9% | 15.4 | ? | 27.2% | -1.4 | . | ? | 10.8% | ? | 1.4% | 28.9%
COc1ccc(OC)c(NC(=O)Nc2cc(NC(=O)Nc3cc(OC)ccc3OC)c(C)nc2C)c1 | -5.0% | 0.0 | ? | ? | -1.5 | 1.0 | -5.7% | 3.5% | 6.2% | -0.6% | -3.0%
CCCCOC(=O)c1ccc(NC(=O)c2ccccc2OC)cc1 | -3.5% | 5.9 | -0.4% | -10.3% | -2.0 | -2.5 | -6.1% | -4.9% | ? | -1.0% | 0.8%
Cn1cc(C(=O)N/N=C/C(Br)=C/c2ccccc2)ccc1=O | 1.1% | 8.7 | 12.1% | ? | 3.9 | -0.7 | 5.62µM* | ? | 19µM* | -3.2% | 3.8%
CCc1ccccc1NC(=O)CSc1nc2n[nH]c(C)c2c(=N)n1-c1cccc(OC)c1 | 1.2% | 10.0 | -1.1% | -1.8% | -1.0 | 0.1 | . | ? | 5.9% | 1.9% | -2.1%
O=C(N/N=C/c1ccccn1)c1ccc(NC(=O)c2ccc(F)cc2)cc1 | -2.8% | 38.0[activator] | -12.7% | 10.9% | -0.5 | -0.1 | -3.1% | -6.3% | ? | 6.2% | 5.8%
Cc1ccccc1CC(=O)N1CCCC(CNC(=O)c2ccc(F)cc2)C1 (stereo unspecified) | 7.7% | -9.5 | 0.4% | 2.8% | -0.2 | . | -2.0% | 21.8% | 0.4% | 2.0% | -1.1%
CC(=O)c1c(C)[nH]c(C(=O)OCc2nnc(-c3ccc([N+](=O)[O-])cc3)o2)c1C | . | -0.9 | 6.4% | . | 9.9 | . | -1.1% | . | . | 0.0% | .
CCOC(=O)Cc1csc(SC(C)C(=O)NCC(=O)Nc2ccc(F)c(F)c2F)n1 (stereo unspecified) | 0.9% | 13.8 | -0.8% | 2.0% | -6.5 | . | 8.4% | -22.4% | 0.6% | -8.9% | -0.1%
CCc1cc2cc(C(=O)Nc3ccccc3F)sc2s1 | 2.24µM* | 4.1 | 1.16µM* | 14.7% | 24.1 | 2.4 | . | ? | 0.757µM* | -4.5% | 1.78µM*
COc1ccc(Oc2c(C)nc(SCC(=O)c3ccc(Cl)cc3)[nH]c2=O)cc1 | 1.7% | 10.2 | -1.2% | 0.9% | 4.6 | 10.9 | 0.4% | -3.8% | -9.9% | 0.8% | -1.0%
Cc1ccc(Nc2nc(N)c(C#N)c(CC#N)c2C#N)cc1 | 17.0% | 2.7 | 3.3% | 5.4% | -24.1 | -2.9 | -3.5% | 20.0% | 1.8% | -0.2% | 12.0%
CCCC(=O)Nc1ccc(C(=O)NN2C(=O)c3ccccc3C2=O)cc1 | 9.5% | -16.3 | -0.7% | -5.4% | 2.8 | 3.5 | -1.8% | ? | -14.7% | -1.7% | 12.3%
OCCC1CN(Cc2ccon2)CCN1Cc1ccccc1 (stereo unspecified) | 1.2% | 0.2 | -0.1% | 10.7% | -8.8 | 1.9 | -1.4% | -14.1% | -1.3% | -0.9% | -2.4%
O=C(NCCS(=O)(=O)N1CCN(c2ccccc2F)CC1)C1CC(=O)N(c2ccccc2)C1 (stereo unspecified) | -0.7% | 0.7 | 2.2% | -8.2% | -3.6 | -0.3 | -4.4% | -7.1% | 2.2%&0.2% | 1.4% | -4.6%
COc1cc([C@H]2c3c(cc(OC)c(O)c3OC)C[C@@H](CO)[C@@H]2CO[C@@H]2O[C@H](CO)[C@@H](O)[C@H](O)[C@H]2O)cc(OC)c1O | -2.0% | -24.6 | 4.0% | . | 3.7 | . | -8.3% | . | 0.2% | 0.0% | 0.7%
COc1ccccc1CNC(=O)c1cc(C)nn1-c1ccccc1 | -3.1% | 8.8 | -2.0% | 2.7% | 7.9 | -0.7 | 5.2% | 26.3% | 2.5% | 0.5% | 12.3%
COc1ccc(N(CC(=O)Nc2ccccc2C(=O)N2CCCC2)S(C)(=O)=O)cc1 | -0.2% | 17.5 | -1.6% | -13.9% | 0.4 | 3.8 | -0.3% | 1.1% | -1.0% | 4.0% | 3.6%
CC(C)C(NC(=O)c1ccc(C(C)(C)C)cc1)C(=O)NCC1(N(C)C)CCCCC1 (stereo unspecified) | 1.2% | 7.9 | -0.1% | -10.9% | -7.2 | -0.2 | 0.1% | -9.5% | 2.5% | -6.2% | 0.0%
COc1cc(OC)cc(C(=O)Nc2cccc(-c3ccc(N4CCOCC4)nn3)c2)c1 | ? | -6.6 | ? | . | -5.9 | . | -16.9% | . | 1.51µM* | 8.4% | ?
Cc1cccc(/N=C/c2c(O)cc(C)oc2=O)n1 | -2.6% | ? | -6.7% | . | -3.5 | -1.4 | 7.9% | 29.3%[0.365 µM] | 2.4% | 3.1% | 0.2%
CSc1nc2ccc(NC(=O)NC(=O)c3c(F)cccc3F)cc2s1 | ? | 11.5 | 6.0% | 17.0% | 9.3 | 2.4 | 5.8% | 6.6% | -18.7% | 10.2% | ?
CC(OC(=O)CCc1c[nH]c2ccccc12)C(=O)c1ccccc1 (stereo unspecified) | -6.5% | -0.8 | 1.1% | 7.3% | -2.1 | -4.8 | 1.6% | 24.5% | -17.2% | -4.2% | -7.1%
COc1ccc(CCN2C(=O)N(c3ccc(OC)cc3)C(=O)C2CC(=O)Nc2ccccc2)cc1 (stereo unspecified) | 2.4% | -8.9 | -12.0% | -0.7% | 4.9 | 0.3 | -3.2% | 10.8% | -3.3% | -5.5% | 1.8%
O=C(c1ccccc1F)N1CCN(C2CCC(c3ccccc3)CC2)CC1 (stereo unspecified) | -3.9% | -21.9 | -16.8% | -2.9% | -0.8 | 4.2 | -1.0% | 2.7% | -0.9% | 0.8% | -3.3%
COc1ccc(NC(=O)C2CC(c3cc(OC)c(OC)c(OC)c3)=NO2)cc1OC (stereo unspecified) | -0.6% | -0.8 | 0.4% | 14.1% | -19.9 | -6.4 | . | -11.8% | 1.9% | -1.0% | -0.3%
O=C(Cn1cnc2ccccc2c1=O)NCC(=O)N1CCN(c2ccccn2)CC1 | 3.2% | -9.9 | -3.2% | 1.6% | -3.4 | -0.7 | 2.2% | -0.1% | -1.0% | 4.6% | -2.2%
O=S(=O)(c1ccc(Cl)cc1)N(CCCN1CCOCC1)Cc1cccs1 | -3.4% | 10.9 | -2.3% | -3.6% | -19.6 | 2.3 | -7.4% | -2.7% | 0.1% | 1.2% | -7.6%
